Compound activity as filed in PubChem.
HCV inh: blocks hepatitis C virus; 340,000 tested, 3.4% active; Potency, µM (doses to about 41.8 µM), for inactives: at the top dose activity change, negative = inhibition, usual class: inhibitors; Huh7.5.1 HCVcc-Cre infection, luciferase reporter, 44 h; AID 651820; further: potency means the concentration at half of the fitted maximal effect; on the % scale 0 is the no-effect control and ±100 the full control effect
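1,000 cells/well; 4 h culture; + compound; + HCVcc-Cre (~0.5 moi); 44 h; luciferase substrate, RT 15 min; read 15 sec.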
LmPK inhibitor: LmPK (Leishmania mexicana) enzyme inhibition; 290,000 tested, 0.37% active; AID 1721; Potency, µM (top dose mostly 57.5 µM), inactives show top-dose activity change, negative = inhibition, most hits filed as inhibitors; Q27686; purified LmPK, Kinase-Glo ATP luminescence, 1 h; further: potency means the concentration at half of the fitted maximal effect; on the % scale 0 is the no-effect control and ±100 the full control effect
Target sequence (Q27686 whole entry, looked up): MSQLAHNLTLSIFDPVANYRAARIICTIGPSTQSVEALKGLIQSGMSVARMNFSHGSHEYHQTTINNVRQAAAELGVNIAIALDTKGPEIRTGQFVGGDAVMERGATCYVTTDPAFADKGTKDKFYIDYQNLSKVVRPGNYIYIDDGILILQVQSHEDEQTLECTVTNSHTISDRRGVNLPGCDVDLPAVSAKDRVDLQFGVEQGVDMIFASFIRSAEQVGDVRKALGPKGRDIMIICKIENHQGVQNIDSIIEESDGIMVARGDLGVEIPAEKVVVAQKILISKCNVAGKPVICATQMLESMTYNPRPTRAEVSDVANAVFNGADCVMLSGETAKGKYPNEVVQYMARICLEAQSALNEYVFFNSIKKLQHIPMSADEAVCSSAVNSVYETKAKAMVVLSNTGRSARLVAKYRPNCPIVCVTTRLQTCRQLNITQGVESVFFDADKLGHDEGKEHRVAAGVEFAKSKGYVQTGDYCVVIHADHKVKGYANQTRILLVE
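Purified LmPK (0.1 nM) converted ADP (0.1 mM) to ATP with PEP (0.5 mM) in imidazole buffer pH 7.2 with KCl and MgCl2, 1 h at room temperature. ATP was read by Kinase-Glo luminescence; data normalized to uninhibited and no-enzyme controls.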
Pf growth 48h: P. falciparum growth inhibition at 48 hours (one generation) | Potency, µM (doses to about 28.7 µM), inactives show top-dose activity change, negative = inhibition, most hits filed as inhibitors | P. falciparum luciferase growth in erythrocytes, 48 h | 310,000 tested, 5.9% active | AID 504832; further: potency means the concentration at half of the fitted maximal effect; on the % scale 0 is the no-effect control and ±100 the full control effect
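Cell-based growth assay: transgenic P. falciparum expressing firefly luciferase, cultured in red cells within RPMI 1640 containing 0.5% w/v Albumax, 24 mM bicarbonate and gentamycin. A drop in luciferase activity indicates inhibition.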
Tb PYK inh: inhibitors of Trypanosoma brucei pyruvate kinase; Q57TT1; TbPYK enzyme, Kinase-Glo Plus ATP luminescence, 45 min; Potency, µM (doses to about 76.8 µM), for the others: at the top dose activity, negative = inhibition, actives largely listed as inhibitors; 410,000 tested, 0.12% active; AID 624173; further: potency means the concentration at half of the fitted maximal effect; on the % scale 0 is the no-effect control and ±100 the full control effect; nearly all actives have a fitted effect of over 50% in size
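TbPYK + substrate in 50 mM TEA pH 7.2, 100 mM KCl, 10 mM MgCl2, 0.05% BSA, 0.01% Tween-20; cpd pinned; ADP 130 uM final; 45 min RT; Kinase-Glo Plus 10 min; luminescence endpoint.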
Cycloheximide cs: affects cycloheximide protein synthesis inhibition readout, counter-screen | cell reporter, cycloheximide protein synthesis inhibition counterscreen | max response, % | 300,000 tested, 12% active; in the data active means max response mostly above about 13%, no sharp cut-off; inactive means mostly below about 14%; further: read at 38.3 µM for the half of the compounds with a filed dose; 0% is about no effect
Pf growth 96h: inhibits malaria parasite growth, 96 h | Potency, µM (highest dose often 28.7 µM), inactives show at the highest dose activity change, negative = inhibition, usual class: inhibitors | P. falciparum luciferase reporter growth, 96 h | AID 504834 | 320,000 tested, 6.9% active; further: potency means the concentration at half of the fitted maximal effect; on the % scale 0 is the no-effect control and ±100 the full control effect
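Two parasite generations (96 h, 37 C, 5% CO2) of compound exposure in infected erythrocytes (0.05% parasitemia, 2% hematocrit). Luciferase-reporter P. falciparum; decreased luminescence indicates inhibited growth, aimed at apicoplast-acting delayed death.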
Shiga toxin inh: Shiga toxin inhibition; Vero cells, Shiga toxin protein synthesis inhibition reporter; 290,000 tested, 9.2% active; inhibition, % at 38.7 µM; in the data active means inhibition mostly above about 28%, no sharp cut-off; inactive means mostly below about 43%; further: 0% is about no effect
The depositor's hits bear a star; ? = inconclusive; nt = no result given; [ ] = another dose, or the depositor's remark. Unless noted, the call rests on the fitted dose curve; in most records, active means well fitted curve in the direction sought with a large enough effect; inconclusive means small, poorly fitted or top-dose-only effect, or another doubt; inactive means no such curve, though single readings can be large; an effect the other way counts as inactive or inconclusive. An unsorted share of the library; 24% or so of the library scored in one or more.

SMILES	HCV inh	LmPK inhibitor	Pf growth 48h	Tb PYK inh	Cycloheximide cs	Pf growth 96h	Shiga toxin inh
CC(C(=O)N1CCCCC1)N(C)CC(=O)Nc1ccc(Cl)cc1 (configuration not stated)	-13%	0%	-5%	-20%	1	7%	-19
Cc1cc(C)c(C(=O)CN2C(=O)NC3(CCCCC3)C2=O)cc1C	-2%	4%	11%	0%	21*	24%	34*
Cc1cc(Cl)ccc1OCC(=O)OCC(=O)N1CCC(C(N)=O)CC1	9%	nt	-21%	1%	nt	-1%	nt
N=C1/C(=C/c2cccn2CCOc2ccccc2)C(=O)N=C2SC=C(c3ccccc3)N12	?	4%	17%	-2%	-3	?	-4
CC1CCN(C(=O)/C(=C\c2cccs2)NC(=O)c2ccccc2)CC1	7%	-4%	39%[activator]	-12%	-1	15%	21
CCCC(C)NC(=O)c1ccc(C2SCC(=O)N2Cc2ccco2)cc1 (configuration not stated)	-1%	17%	?	-10%	-2	?	-7
CN(C)c1ccc(N=Cc2c(O)n(CCC3=CCCCC3)c(=O)[nH]c2=O)cc1	-43%	1%	14%	-2%	-3	45%[activator]	-3
COc1ccc(CCN2C(=O)c3cccc4c(C(=O)N5CCCCC5)ccc(c34)C2=O)cc1OC	-23%	2%	?	-14%	-2	8.3µM*	-9
COc1cc(/C=N/NC(=O)c2ccc(C)nc2)cc([N+](=O)[O-])c1O	14%	0%	34%[activator]	3%	5	41%[activator]	-3
CCCCNC(=O)CCCN1C(=O)c2cccnc2Sc2ccccc21	7%	-1%	-2%	0%	0	?	-3
Cc1nn(C)c(C)c1S(=O)(=O)N1CCCC(C(=O)NC2CCCCCC2)C1 (configuration not stated)	-17%	0%	-5%	-3%	-6	-2%	-12
Cc1c(NC(=S)NC(=O)c2ccco2)cccc1-c1nc2ncccc2o1	-30%	2%	-10%	-1%	7	?	-3
CC(C)(C)c1[nH]nc2c1C(c1ccccc1OC(=O)N1CCOCC1)C(C#N)=C(N)O2 (configuration not stated)	15%	3%	?	-6%	-1	?	-6
CCCNC(=S)N1CCCC(c2nc3ccccc3[nH]2)C1 (configuration not stated)	-30%	6%	-20%	0%	-3	26%	-19
CCSc1nnc(NC(=O)c2cccc(OCc3c(C)noc3C)c2)s1	-22%	1%	?	-7%	14	?	26
Cc1cc(S(=O)(=O)Nc2cccnc2)c(C)s1	5%	-5%	10%	-11%	7	-2%	30
COC(=O)N/N=C(\C)c1ccc(OC(F)F)cc1	21%	6%	94%[activator]	0%	35*	45%[activator]	80*
S=C(c1ccc(-c2ccc(Cl)cc2Cl)o1)N1CCCCC1	?	1%	110%[activator]	-5%	42*	199%[activator]	78*
O=C1c2ccccc2C(=O)N1CCc1csc(NNc2nc(CCN3C(=O)c4ccccc4C3=O)cs2)n1	6%	-5%	?	-15%	-1	?	-3
COC(=O)c1onc(-c2c(OC)cc(OC)cc2OC)c1C(=O)OC	0%	0%	-11%	-7%	-2	0%	-9
CCc1nc(C)ccc1OCC(=O)O	12%	-3%	4%	1%	0	108%[activator]	14
O=S(=O)(c1ccc2ccccc2c1)N1CCCCCC1	3%	-1%	?	0%	-2	?	-4
Cc1c(C(=O)N2CCCCC2)c(S(=O)(=O)N2c3ccccc3CC2C)c(C)n1C (configuration not stated)	6%	1%	-8%	-10%	5	-18%	2
CC(C)Cn1cnc2c1c(=O)n(CC(=O)N(C)C)c(=O)n2Cc1ccccc1	19%	1%	-19%	2%	-1	?	14
O=C(COC(=O)c1ccc(O)cc1)Nc1ccccc1[N+](=O)[O-]	10%	0%	30%	-8%	13	15%	-4

Carrying on:
SMILES	HCV inh	LmPK inhibitor	Pf growth 48h	Tb PYK inh	Cycloheximide cs	Pf growth 96h	Shiga toxin inh
Cc1ccc(CCCOC(=O)C[N+]2(C)CCOCC2)cc1	6%	-10%	7%	-3%	-1	9%	-14
CCOc1ccc(C(C)C)cc1S(=O)(=O)N1CCOCC1	-1%	-12%	-17%	1%	-3	-2%	-7
CC(=O)NC(c1cc(Cl)c2cccnc2c1O)C(C)C (configuration not stated)	nt	nt	3.7µM*	-5%	nt	10µM*	nt
Cc1ccc2nc(N/C(=N/S(=O)(=O)c3cccs3)c3ccccc3Cl)sc2c1	21%	2%	4%	3%	16	6%	-1
Cc1nc(NC(=O)/C=C/c2ccccc2)n[nH]1	?	-9%	?	0%	15*	?	22
CC1(C)CC(=O)C2=C(C1)NC1=C(C(=O)c3ccccc31)C2c1ccc(Cl)cc1 (configuration not stated)	11µM*	1%	?	-16%	-3	?	8
O=C1CC(N2CCN(S(=O)(=O)c3cccc(C(F)(F)F)c3)CC2)C(=O)N1Cc1ccccc1 (configuration not stated)	-1%	-3%	?	4%	-4	19%	-1
COc1ccc(C2CC(=O)Nc3ccccc3S2(=O)=O)cc1OC (configuration not stated)	26%	-3%	-11%	-13%	8	-25%	-30
CCOc1ccc(OCc2cccc(C(=O)N/N=C/c3cccnc3)c2)cc1	2%	3%	254%[activator]	0%	88*	234%[activator]	166*
CCN1CCCC1CNS(=O)(=O)c1ccc(C(=O)Nc2ccccc2)cc1 (configuration not stated)	-21%	7%	?	5%	-1	nt	-11
CCOCCCn1cnc2c(c1=O)c1nc3ccccc3nc1n2-c1ccc(C)cc1	?	-3%	?	-4%	1	0%	-16
CCC(=O)O[C@]1(C(=O)CCl)[C@@H](C)CC2C3C[C@H](F)C4=CC(=O)C=CC4(C)[C@@]3(F)C(O)CC21C (some centres not stated)	nt	nt	1.9µM*	-5%	nt	-13%	nt
COCCNC(=O)c1c[nH]c2ccc(S(=O)(=O)N3CCc4ccccc43)cc2c1=O	-17%	1%	?	-3%	19	-28%	-22
COc1ccccc1/C=C1\S/C(=N/NC(=O)c2cccc(Br)c2)NC1=O	-3%	3%	-22%	6%	-2	42%[activator]	9
Cc1cc(C)c(C#N)c(SCC(=O)N(C)C2CCCCC2)n1	?	-3%	0%	1%	12	-9%[5.75 µM]	31
O=C1CN(S(=O)(=O)c2ccccc2)c2ccccc2N1	7%	4%	-19%	-2%	9	?	29
CCC(=O)N1c2ccccc2C(N(C(C)=O)c2ccccc2)CC1C (configuration not stated)	?	2%	-28%	1%	6	?	19
CCOC(=O)CSc1nnc(CNC(=O)c2ccco2)n1C	nt	-2%	7%	-3%	-4	nt	-14
CN1CCN(c2ccc(NC(=O)c3ccc(-c4cccc([N+](=O)[O-])c4)o3)cc2)CC1	?	-1%	1.5µM*	-1%	12	0%	21
Oc1ccccc1OCC(O)c1ccccc1 (configuration not stated)	5%	10%	-22%	-1%	7	-4%	3
Cc1ccc(-n2cccc2/C=C2/NC(=O)N(CC(=O)Nc3cccc(C)c3)C2=O)cc1	36%[activator]	1%	10%	-7%	1	12%	-10
COCCCN1C(=O)CS/C1=N\S(=O)(=O)c1ccccc1	-3%	-1%	-2%	3%	-2	2%	-3
CC(C)c1ccc2oc(-c3ccc(N)cc3)nc2c1	-29%	-14%	172%[activator]	-3%	42*	-3%	117*
CN(C(=O)CSc1nc2ccccc2o1)C1CCS(=O)(=O)C1 (configuration not stated)	-9%	nt	43%[activator]	-7%	nt	42%[activator]	nt
Cc1ccc(-n2ncc3c(SCC(N)=O)ncnc32)cc1C	21%	-2%	120%[activator]	5%	48*	?	52*

(next part)
SMILES	HCV inh	LmPK inhibitor	Pf growth 48h	Tb PYK inh	Cycloheximide cs	Pf growth 96h	Shiga toxin inh
CCNc1nc(SCC(=O)Nc2ccc(Cl)c(Cl)c2)nc(N(C)C)n1	?	6%	?	-4%	14	42%[activator]	-6
O=C(Nc1cccc(C(=O)N2CCCCC2)c1)c1ccc(Cl)cc1	?	-4%	-2%	4%	29*	2.1µM*	16
O=C(C1CCN(c2nnc(N3CCCC3=O)s2)CC1)N1CCN(Cc2ccc3c(c2)OCO3)CC1	-5%	6%	?	2%	-2	?	3
CCOC(=O)c1cc(-c2ccccc2)sc1NC(=O)C(C)OC(=O)c1cccnc1OCC (configuration not stated)	3.5µM*	-4%	12%	-27%	-3	35%[activator]	1
Cc1cccn2c(=O)c3cc(C(=O)NCCN4CCOCC4)n(Cc4ccccc4)c3nc12	nt	-11%	31%	nt	1	12%	-13
O=C(CSc1nc2ccccc2[nH]1)N/N=C/C=C/c1ccccc1[N+](=O)[O-]	6%	1%	9%	0%	10	35%[activator]	14
CC(C)CC(c1nnnn1Cc1cccs1)N1CCN(c2nc3ccccc3s2)CC1 (configuration not stated)	1%	6%	12µM*	-1%	20*	1%	-11
C=CCn1c(SCc2c(F)c(F)c(F)c(F)c2F)nc(O)cc1=O	12%	-3%	7%	-3%	-1	nt	-11
CCOC(=O)c1cc(NC(=O)c2ccoc2C)cc(C(=O)OCC)c1	?	-4%	?	3%	17*	14%	19
Cc1sc2ncn(CC(=O)NC3CCCCC3)c(=O)c2c1C	-16%	nt	-17%	4%	nt	-35%	nt
CS(=O)(=O)N(Cc1ccccc1F)c1ccccc1	12%	4%	0%	2%	-5	?	-7
CCN(CC)c1ccc(C=Nc2ccc(C#N)cc2)c(O)c1	-11%	3%	-16%	-8%	1	nt	52
Cc1ccccc1C(=O)NNC(=O)C(=O)N1CCCCC1	6%	0%	19%	-2%	-1	?	-10
COc1ccc(Cc2nnc(Nc3ccc4c(c3)OCCO4)[nH]c2=O)cc1	17%	0%	-20%	-6%	2	?	13
O=C1OCC2=C1C(c1ccc3c(c1)OCO3)Sc1ccccc1N2 (configuration not stated)	?	2%	-11%	-3%	1	nt	-8
CCOC(=O)Cc1csc(NC(=S)NC(=O)c2ccc(C)cc2)n1	-2%	-11%	2.9µM*	-8%	6	3.7µM*	-5
O=C1c2cccc(OCC(=O)N3CCCc4ccccc43)c2CCN1Cc1ccc(Br)cc1	?	2%	?	-2%	12	?	-5

Some of the entries above in another layout:
Below each SMILES: HCV inh | LmPK inhibitor | Pf growth 48h | Tb PYK inh | Cycloheximide cs | Pf growth 96h | Shiga toxin inh
Cc1ccc2nc(N/C(=N/S(=O)(=O)c3cccs3)c3ccccc3Cl)sc2c1
  21% | 2% | 4% | 3% | 16 | 6% | -1
O=S(=O)(c1ccc2ccccc2c1)N1CCCCCC1
  3% | -1% | ? | 0% | -2 | ? | -4
Cc1nc(NC(=O)/C=C/c2ccccc2)n[nH]1
  ? | -9% | ? | 0% | 15* | ? | 22

Exported in markdown: part of the list above
| SMILES | HCV inh | LmPK inhibitor | Pf growth 48h | Tb PYK inh | Cycloheximide cs | Pf growth 96h | Shiga toxin inh |
| --- | --- | --- | --- | --- | --- | --- | --- |
| O=C(C1CCN(c2nnc(N3CCCC3=O)s2)CC1)N1CCN(Cc2ccc3c(c2)OCO3)CC1 | -5% | 6% | ? | 2% | -2 | ? | 3 |
| CCOC(=O)c1cc(-c2ccccc2)sc1NC(=O)C(C)OC(=O)c1cccnc1OCC (configuration not stated) | 3.5µM* | -4% | 12% | -27% | -3 | 35%[activator] | 1 |

Limited to Cycloheximide cs and LmPK inhibitor, for some of the entries so far:
Molecule	Cycloheximide cs	LmPK inhibitor
O=C(C1CCN(c2nnc(N3CCCC3=O)s2)CC1)N1CCN(Cc2ccc3c(c2)OCO3)CC1	-2	6%
CCOC(=O)c1cc(-c2ccccc2)sc1NC(=O)C(C)OC(=O)c1cccnc1OCC (configuration not stated)	-3	-4%
